Assay outcomes as filed in PubChem.
PI4K2A block – blocks human PI4K2A kinase activity. hit rate 0.13% among 420,000. Q9BTU6. purified PI4K2A, ADP-Glo luminescence, 1 h; stronger effect = lower value. AID 1346378. activity change, negative = inhibition, % at 76.9 µM; in the data active = activity change below about -50%; inconclusive = mostly about -30% to -49%;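 note: -100% = wells without enzyme as full effect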
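Compounds are screened against recombinant PI4K2A using PI as substrate and ATP, the latter dispensed at 300 microM. Reactions run one hour at ambient temperature before ADP-Glo detection; full inhibition defined by wells lacking enzyme.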
TrxR1 substrate – rat thioredoxin reductase 1 substrate activity | purified TrxR1 substrate turnover, NADPH consumption readout | Potency, µM (highest dose often 114 µM), for inactives: top-dose activity change, negative = substrate turnover | hit rate 0.01% among 390,000 | AID 588456; note: potency is the fitted concentration of half-maximal effect; % is set by controls: 0 for no effect and ±100 for the full control effect; nearly all actives have a fitted effect of over 50% in size
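Rat TrxR1, dispensed at 90 nM, was prereduced with 400 uM NADPH (final) for 5 min at ~22 deg C, then incubated with compound 15 min before 400 uM selenite. A first-read NADPH fluorescence drop versus no-compound background flagged substrates.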
Pin1 inhibitor – blocks the human prolyl isomerase Pin1 | Q13526 | Pin1 FP peptide displacement, HiFluor488, 10 min | Potency, µM (series often up to 115 µM), without a hit: at the highest dose activity, negative = inhibition, hits mostly inhibitors | hit rate 0.009% among 390,000 | AID 504891; active = well fitted inhibition curve with a large enough effect in the polarisation, with a control signal flat, not every such curve was filed as active; inconclusive = small, poorly fitted or top-dose-only effect, or effect the other way, or a change in a side signal; inactive = no such curve, though single readings can be large or run the other way; the % refers to the polarisation; note: potency is the fitted concentration of half-maximal effect; % is set by controls: 0 for no effect and ±100 for the full control effect
Target sequence (Q13526 whole entry, looked up): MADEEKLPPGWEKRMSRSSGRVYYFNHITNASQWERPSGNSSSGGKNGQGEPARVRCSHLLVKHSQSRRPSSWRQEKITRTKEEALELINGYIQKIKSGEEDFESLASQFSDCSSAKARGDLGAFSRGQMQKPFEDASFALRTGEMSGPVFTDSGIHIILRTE
USP1 inh – USP1/UAF1 (human) deubiquitinase inhibition; O94782; recombinant USP1/UAF1, Ub-Rhodamine cleavage fluorescence; Potency, µM (doses to about 57.1 µM), for the others: at the top dose activity change, negative = inhibition, actives largely listed as inhibitors; hit rate 0.23% among 390,000; note: potency is the fitted concentration of half-maximal effect; % is set by controls: 0 for no effect and ±100 for the full control effect; nearly all actives have a fitted effect of over 60% in size; inactives centre near -12
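1 nM enzyme complex + cpd, 15 min RT; start with Ub-Rho 150nM final; kinetic fluorescence ex 480/em 540, 6 reads q60 s. Buffer 50mM HEPES pH 7.8, 0.5mM EDTA, 0.1 mg/ml BSA, 1mM TCEP, 0.01% Tween-20.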
GLS inhibitor – blocks human kidney-isoform glutaminase activity; O94925; GLS enzymatic activity, qHTS titration; Potency, µM (titrated, usually from 45.5 µM), without a hit: top-dose activity change, negative = inhibition, most hits filed as inhibitors; hit rate 0.21% among 410,000; note: potency is the fitted concentration of half-maximal effect; % is set by controls: 0 for no effect and ±100 for the full control effect
Target sequence (O94925 whole entry, looked up, canonical isoform): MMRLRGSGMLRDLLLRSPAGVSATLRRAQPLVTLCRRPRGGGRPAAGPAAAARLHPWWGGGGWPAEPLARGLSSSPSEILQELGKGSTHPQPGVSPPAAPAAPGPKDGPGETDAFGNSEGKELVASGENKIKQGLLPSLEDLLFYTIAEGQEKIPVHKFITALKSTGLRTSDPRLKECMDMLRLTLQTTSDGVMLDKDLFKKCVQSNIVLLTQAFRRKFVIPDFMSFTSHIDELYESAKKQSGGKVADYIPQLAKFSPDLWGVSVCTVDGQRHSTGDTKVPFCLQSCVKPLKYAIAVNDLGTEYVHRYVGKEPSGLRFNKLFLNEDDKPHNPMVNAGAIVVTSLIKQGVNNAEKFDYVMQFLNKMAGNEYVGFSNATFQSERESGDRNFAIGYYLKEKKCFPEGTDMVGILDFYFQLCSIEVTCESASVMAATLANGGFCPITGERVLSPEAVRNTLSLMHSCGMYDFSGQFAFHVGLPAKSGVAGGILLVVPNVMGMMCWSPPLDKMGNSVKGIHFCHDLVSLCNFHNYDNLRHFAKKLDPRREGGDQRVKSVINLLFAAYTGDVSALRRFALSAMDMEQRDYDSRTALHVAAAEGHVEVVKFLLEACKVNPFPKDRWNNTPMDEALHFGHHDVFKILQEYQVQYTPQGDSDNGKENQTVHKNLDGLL
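hKGA in 45 mM KH2PO4 pH 8.2, 0.02% Tween-20 with pin-transferred compounds; 1 mM L-glutamine (stock) plus glutamate oxidase/HRP/Amplex Red coupling added. Fluorescence read initially and after 30 min at RT.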
HP1b binding inh – blocks HP1-beta chromodomain binding to methylated histone tails; Potency, µM (series often up to 114 µM), for inactives: at the top dose activity change, negative = inhibition, actives largely listed as inhibitors; AlphaScreen HP1-beta / biotin-H3K9me3 peptide binding; AID 540317; hit rate 0.56% among 390,000; note: potency is the fitted concentration of half-maximal effect; nearly all actives have a fitted effect of over 70% in size; inactives centre near 23
Target sequence (P83916 whole entry, looked up): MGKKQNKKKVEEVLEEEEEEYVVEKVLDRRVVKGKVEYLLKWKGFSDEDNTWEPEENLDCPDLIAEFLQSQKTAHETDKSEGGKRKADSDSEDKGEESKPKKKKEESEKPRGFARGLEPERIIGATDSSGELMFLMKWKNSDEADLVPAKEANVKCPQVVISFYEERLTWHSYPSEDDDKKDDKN
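AlphaScreen: HP1-beta (50 nM) preformed 30 min with biotin-H3(1-18)K9me3 peptide (50 nM) in PBS pH 7.4, 0.01% Tween-20. Compound added for 30 min at RT, then streptavidin donor/nickel chelate acceptor beads (10 ug/mL) for 30 min.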
PGK inhibitor – T. brucei PGK inhibition. P07378. PGK/GAPDH coupled, Kinase-Glo luminescence, 60 min. Potency, µM (highest dose often 57.5 µM), inactives show at the highest dose activity change, negative = inhibition, usual class: inhibitors. hit rate 0.043% among 380,000; note: potency is the fitted concentration of half-maximal effect; % is set by controls: 0 for no effect and ±100 for the full control effect; nearly all actives have a fitted effect of over 60% in size
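Recombinant glycosomal PGK reaction used 1,3-bisphosphoglycerate generated in-well by GAPDH (100nM final) in 100mM TEA pH 7.6, 5mM MgCl2, 0.01% Tween-20. After 60 minutes at room temperature, ATP was read by Kinase-Glo Plus luminescence end-point.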
TrxR1 inh – inhibitors of rat thioredoxin reductase 1; O89049; recombinant rTrxR1, NADPH fluorescence consumption, selenite substrate; Potency, µM (titrated, usually from 114 µM), without a hit: at the top dose activity change, negative = inhibition, most hits filed as inhibitors; hit rate 1% among 390,000; AID 588453; note: potency is the fitted concentration of half-maximal effect; % is set by controls: 0 for no effect and ±100 for the full control effect; nearly all actives have a fitted effect of over 65% in size
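Rat TrxR1 (90 nM in the dispensed reagent) was pre-reduced with 400 uM NADPH for 5 min at room temperature, then incubated with compound for 15 min. After 400 uM selenite was added, NADPH fluorescence (Ex 340/Em 450 nm) was followed for 8 min.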
IDH1 R132H inh – human IDH1 R132H inhibition; IDH1-R132H enzyme, NADPH consumption, diaphorase/resazurin fluorescence; Potency, µM (titrated, usually from 76.6 µM), inactives show at the highest dose activity change, negative = inhibition, most hits filed as inhibitors; hit rate 0.093% among 390,000; AID 602179; note: potency is the fitted concentration of half-maximal effect; % is set by controls: 0 for no effect and ±100 for the full control effect; nearly all actives have a fitted effect of over 65% in size
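IDH1-R132H (0.5 ug/mL) preincubated 30 min with compound, then NADPH (0.016 mM) and alpha-KG (2 mM) added; 80 min at RT, pH 7.5. Remaining NADPH coupled via diaphorase/resazurin to fluorescence (540/590 nm); concentration-response curves normalized to no-enzyme control.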
Starred values were filed as active, the others as inactive; i = inactive; ? = inconclusive; . = not tested or not shown; [ ] = dose if it differs, or a comment. Unless noted, calls come from the whole dose curve; as a rule, active = well fitted curve in the direction sought with a large enough effect; inconclusive = small, poorly fitted or top-dose-only effect, or another doubt; inactive = no such curve, though single readings can be large; an effect the other way counts as inactive or inconclusive. These rows are one share of the data, so the mix of outcomes need not match the whole.

Structure	PI4K2A block	TrxR1 substrate	Pin1 inhibitor	USP1 inh	GLS inhibitor	HP1b binding inh	PGK inhibitor	TrxR1 inh	IDH1 R132H inh
Cn1nc(C(=O)NCc2ccccc2CN2CCCC2)c2ccccc2c1=O	1	-11%	-1%	-13%	1%	21%	-5%	-31%	6%
CCSc1nnc(NC(=O)[C@@H](NC(=O)c2cc(OC)cc(OC)c2)C(C)C)s1	2	9%[57.1 µM]	-2%	?	6%	9%	-6%	17%[57.1 µM]	-2%
O=C(N/N=C/c1ccc(Cl)cc1Cl)c1cccc(N2CCCC2=O)c1	-3	-4%	-2%	0%	2%	9%	4%	5%	1%
CCOC(=O)N/N=C/c1cn(CCCOc2ccccc2)c2ccccc12	4	5%[57.1 µM]	2%	-20%	6%	2%	-5%	6%[57.1 µM]	-4%
COc1ccc(-c2nnc(Nc3nc4c(OC)cccc4s3)o2)cc1	-1	118%[activator]	?	?	7%	-8%	-16%	47%[activator]	0%
CC1(C(=O)Nc2c(F)c(F)c(F)c(F)c2F)CC1(Br)Br (stereo unspecified)	0	0%	-1%	-14%	-2%	65%[activator]	-7%	22%	-2%
CC(C)(C)OC(=O)N(Cc1ccccc1)Cc1cccc(OCc2cccc(NC(=O)C3CC3)c2)c1	-3	-5%	5%	-13%	-3%	40%[activator]	-5%	37%[activator]	0%[38.3 µM]
COc1ccc(C(=O)Nc2ccc(C)c(S(=O)(=O)N3CCCCCC3)c2)cc1	-1	4%[57.1 µM]	14%	?	-9%	8%	2%	15%[57.1 µM]	18%
Cc1nn(Cc2ccccc2)c(C)c1C(=O)NCCCN1CCCC1=O	4	-2%	-5%	-13%	1%	17%	-6%	5%	-3%
O=C(NCC(=O)N(c1ccccc1)C(C(=O)NC1CCCC1)c1cccnc1)c1ccco1 (stereo unspecified)	5	-6%	-4%	-11%	-1%	28%	-3%	0%[57.1 µM]	1%
O=C(Nc1nc(-c2ccccn2)cs1)c1ccccc1-n1cnnn1	-7	-12%	-1%	-23%	?	-15%	-6%	-22%	-1%
Cc1ccc(S(=O)(=O)Nc2cc(NC(=O)CN3CCOCC3)ccc2Cl)cc1	2	-4%	4%	-7%	6%	17%	0%	-12%	5%
Cc1ccc(N(Cc2ccccc2F)S(C)(=O)=O)c(C)c1	1	3%	-17%	?	3%	13%	-9%	16%	7%
CCN(CC)C(=O)C1=C(C)N(Cc2ccc(OC)cc2)C(=O)C(CC(=O)NC2CC2)C1 (stereo unspecified)	3	.	.	-14%	-13%	.	-1%	.	11%
Cc1ccc(-n2ncc3c(=O)[nH]c(SCC(=O)N4CC(=O)Nc5ccccc54)nc32)cc1	1	-7%	-4%	-13%	-12%	37%	-4%	9%[57.1 µM]	0%

Profiles from above. Screens in order: PI4K2A block	TrxR1 substrate	Pin1 inhibitor	USP1 inh	GLS inhibitor	HP1b binding inh	PGK inhibitor	TrxR1 inh	IDH1 R132H inh
Cc1ccc(-n2ncc3c(=O)[nH]c(SCC(=O)N4CC(=O)Nc5ccccc54)nc32)cc1 reads 1	-7%	-4%	-13%	-12%	37%	-4%	9%[57.1 µM]	0%
CCN(CC)C(=O)C1=C(C)N(Cc2ccc(OC)cc2)C(=O)C(CC(=O)NC2CC2)C1 (stereo unspecified) reads 3	.	.	-14%	-13%	.	-1%	.	11%

Other structures follow:
Structure	PI4K2A block	TrxR1 substrate	Pin1 inhibitor	USP1 inh	GLS inhibitor	HP1b binding inh	PGK inhibitor	TrxR1 inh	IDH1 R132H inh
Cc1cnc(C(=O)OC(C)C(=O)Nc2ccc3c(c2)OCCO3)cn1 (stereo unspecified)	0	11%	1%	-17%	-5%	21%	5%	4%[57.1 µM]	2%
Cc1ccc(CN=c2c([N+](=O)[O-])nn(-c3cccc(C)c3)n2O)cc1	1	-3%	10%	-17%	-3%	?	i	-9%	7%
CC1(C)Cc2ccccc2-c2nnc(-c3ccc(O)cc3)n21	2	-18%[57.1 µM]	-2%	-18%	-19%	12%	-2%	20%[57.1 µM]	5%
COc1cc(NS(=O)(=O)c2ccc(NC(=O)c3ccc([N+](=O)[O-])cc3)cc2)ncn1	5	-14%	3%	-5%	2%	11%	-1%	-12%	4%
O=c1c2c(nc3cc(-c4ccc(F)cc4)[nH]n13)CCC2	2	21%	-1%	-2%	17%	24%	i	-6%	9%
COc1cc(/C=C(\C#N)c2nc3ccccc3[nH]2)cc(Cl)c1OCc1ccccc1Cl	7	-9%	?	?	-2%	46%[activator]	-6%	-8%	-6%
COc1ccc(Oc2nnc(-c3ccccc3)cc2C#N)cc1	-3	-8%	-2%	2%	4%	42%[activator]	6%	-11%	1%
Cc1cccc(NC(=O)Cc2c(F)cccc2Cl)n1	1	5%	-4%	-12%	-1%	20%	i	28%	0%
COC(=O)Nc1c(C(=O)OC)cc(OC)c(OC)c1OC	5	21%	0%	-22%	-2%	40%[activator]	i	0%	8%
CC1CCN(c2c(NCC3CCC(C(=O)NCc4ccccc4)CC3)c(=O)c2=O)CC1 (stereo unspecified)	-3	-3%	10%	?	17%	51%[activator]	i	7%	8%
COc1cccc(Nc2nc(-c3cccs3)nc3ccccc23)c1	1	27%	1%	-22%	-1%	93%[activator]	-6%	49%[activator]	-5%
N#Cc1ccc(C(=O)NCCCSc2ccccc2)cc1	4	4%	3%	-8%	3%	31%	-8%	11%	1%
CSc1nc(N)nc(SC2C=CCCC2)c1C#N (stereo unspecified)	0	3%	1%	-9%	10%	33%	0%	3%	-2%
CCOc1ccc(C(CC(=O)O)NC(=O)COc2ccccc2)cc1OC (stereo unspecified)	2	10%	4%	2%	-14%	10%	-2%	22%[57.1 µM]	14%
COc1cc(C(=O)NCC2(c3ccccc3)CCCC2)cc(OC)c1OC	1	-7%	0%	-27%	-3%	53%[activator]	i	-12%	2%
O=C(C1CCN(S(=O)(=O)c2cccc3cccnc23)CC1)N1CCN(c2ccc(Cl)cc2)CC1	-1	5%	-2%	?	6%	18%	-8%	14%	10%
Cc1cc(-c2ccc(C)c(S(=O)(=O)NCc3ccc(Cl)cc3)c2)on1	1	-3%[57.1 µM]	-1%	?	12%	41%[activator]	3%	18%[57.1 µM]	-10%
O=C(Oc1ccc[nH]c1=O)c1cccc(Cl)c1	-5	0%[57.1 µM]	0%	-4%	5%	30%	i	4%[2.29 µM]	4%
O=c1[nH]c(-c2ccc(O)cc2)nc2scc(-c3cccs3)c12	5	5%	8%	-20%	4%	28%	0%	0%	1%
COC(=O)c1ccccc1S(=O)(=O)C(C)(C)C	3	-6%	-5%	-9%	?	?	i	-6%	10%
O=C(CN1C(=O)S/C(=C\c2ccccc2)C1=O)NNC(=O)c1ccccc1O	-12	-21%[57.1 µM]	38%[activator]	-16%	5%	29%	-5%	18%	4%
C=CCN1C(=O)N(c2ccc(F)cc2)C(=O)C1CC(=O)Nc1ccc(Cl)cc1 (stereo unspecified)	-3	0%	-2%	-16%	0%	23%	0%	9%	8%
O=C(c1cc(-c2ccncc2)nc2ccc(Br)cc12)N1CCN(c2ccccn2)CC1	0	5%[57.1 µM]	-1%	-16%	0%	14%	1%	6%[57.1 µM]	0%
COCCNC(=O)c1onc(CSc2ccccc2C)c1C(=O)O	-3	0%	-7%	-17%	-1%	26%	-3%	25%	0%
Cc1nn(C)cc1C1C(C#N)=C(N)N(c2ccc(F)c([N+](=O)[O-])c2)C2=C1C(=O)CCC2 (stereo unspecified)	1	-9%	4%	-3%	19%	22%	-2%	?	-4%
Cc1ccc(C)c2c1cc(C)c1nnc(SCC(=O)Nc3nc4c(s3)CCCC4)n12	0	-3%	3%	-18%	5%	4%	-2%	0%	-7%
CCOC(=O)N1CCN(S(=O)(=O)N2CCCC(C(=O)NCCCN3CCCCC3)C2)CC1 (stereo unspecified)	-6	-1%	-3%	-26%	-3%	34%	2%	14%	-9%
CCOC(=O)N1CCN(C(=O)c2cc3ccccc3o2)CC1	1	2%	-4%	-21%	-4%	-2%	-1%	19%[57.1 µM]	6%
C=CCn1c(=N)n(CC(=O)c2ccc(Br)s2)c2ccccc21	4	-12%	0%	-15%	11%	49%[activator]	-2%	-24%	-4%
NC(=O)CSc1nc(O)cc(=O)n1-c1ccccc1	0	-9%	-1%	-13%	-9%	30%	i	9%[57.1 µM]	4%
CC(=O)Nc1ccc(N(C(=O)CNC(=O)c2ccco2)C(C(=O)NCC2CCCO2)c2ccccc2)cc1 (stereo unspecified)	5	0%	-3%	-14%	-4%	22%	i	16%	14%
Cc1ccc(C)c(NC(=O)COC(=O)c2cccc(S(=O)(=O)N3CCCCC3)c2)c1	-3	3%[57.1 µM]	1%	-12%	8%	19%	5%	14%	4%
NS(=O)(=O)c1ccc(CCNC(=O)c2ccc(NS(=O)(=O)c3ccc4[nH]c(=O)[nH]c4c3)cc2)cc1	-9	-3%	4%	2%	6%	9%	-2%	-1%	2%
CCOC(=O)c1nnn(CC(=O)Nc2cc(F)ccc2F)c1C(=O)OCC	2	-2%	2%	-5%	-11%	10%	-4%	-3%	4%
O=S(=O)(O)c1cc(OS(=O)(=O)c2ccccc2)cc2ccccc12	-6	9%	0%	-22%	0%	35%	-1%	33%	-1%
C#CCn1c(/C=C/c2ccc(Cl)cc2)nc2ccccc21	-10	117%[activator]	16%	-32%	11%	195%[activator]	-1%	5%	43%[activator]
